Artemis endo inh: blocks endonuclease activity of human Artemis; Q96SD1; recombinant Artemis, quenched FAM hairpin cleavage fluorescence; inhibition, % at 10 µM; hit rate 0.78% among 30,000; AID 686954;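 active means at 10 µM dose, at least 30% inhibition, measured as corrected fluorescence normalized to stimulator and neutral control wells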
Target sequence (Q96SD1 whole entry, looked up): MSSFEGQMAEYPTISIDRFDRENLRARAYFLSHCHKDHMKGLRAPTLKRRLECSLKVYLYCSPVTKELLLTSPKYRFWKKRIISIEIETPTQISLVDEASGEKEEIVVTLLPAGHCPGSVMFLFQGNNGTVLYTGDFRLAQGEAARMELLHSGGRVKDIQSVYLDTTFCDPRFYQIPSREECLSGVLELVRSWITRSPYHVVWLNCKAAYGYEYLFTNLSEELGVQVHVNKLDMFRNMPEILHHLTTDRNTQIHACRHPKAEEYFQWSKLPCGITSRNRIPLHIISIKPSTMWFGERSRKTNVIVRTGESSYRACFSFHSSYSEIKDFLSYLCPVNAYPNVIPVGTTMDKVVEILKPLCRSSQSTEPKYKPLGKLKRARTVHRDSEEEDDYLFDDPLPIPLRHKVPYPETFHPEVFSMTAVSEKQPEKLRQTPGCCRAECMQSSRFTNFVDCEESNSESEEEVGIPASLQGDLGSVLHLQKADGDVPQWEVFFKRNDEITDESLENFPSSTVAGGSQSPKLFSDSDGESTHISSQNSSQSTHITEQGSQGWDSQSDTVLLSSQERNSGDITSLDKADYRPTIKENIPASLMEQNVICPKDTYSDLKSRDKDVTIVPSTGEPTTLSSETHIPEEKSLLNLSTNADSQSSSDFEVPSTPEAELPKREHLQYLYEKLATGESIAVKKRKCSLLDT
* hit, by the source's call. Some of the compounds tested, so the mix of outcomes need not match the whole.

| structure | Artemis endo inh |
| --- | --- |
| O=c1cc(O)c(-c2cccc(Cl)c2)c(Cl)[nH]1 | 5 |
| COC(=O)c1c(C#N)c(N)nc2c1CCCC2 | 0 |
| Cn1c(=NC(=O)CSCC(=O)N2CCOCC2)sc2ccccc21 | 3 |
| CCOc1ccccc1-c1nc(SCC(=O)O)n[nH]1 | 3 |
| CCC1CCCCN1C(=O)CSc1nnc(-c2cccs2)o1 (stereo not given) | -6 |
| O=C(COC(=O)c1c[nH]c(=O)[nH]c1=O)NCc1ccccc1 | 0 |
| CCOc1ccc(CCNC(=O)c2cccnc2N2CCCC2)cc1OCC | -1 |
| COC(=O)c1ccc(CN(c2ccccc2OC)S(=O)(=O)c2cccs2)o1 | -5 |
| O=C(NCCCN1CCN(Cc2ccccc2)CC1)C1CCN(c2nnc(-n3cccc3)s2)CC1 | -3 |
| Oc1c(C(Nc2ccccn2)c2ccccn2)ccc2cccnc12 (stereo not given) | 38* |
| CC(C)(C)c1cc(C(F)(F)F)nc(SCCCNC(=O)c2ccco2)n1 | 0 |
| CCOC(=O)Nc1cc(C(=O)OC)cc(C(=O)OC)c1 | 3 |
| Oc1ccccc1N=Cc1ccc[nH]1 | 4 |
| O=C(c1cccnc1)N1CCN(c2c(Cl)cccc2[N+](=O)[O-])CC1 | -4 |
| C=CCn1c(SCCC(=O)O)nnc1-c1cccs1 | -6 |
| CCN(CC)CCN1C(=O)C(=O)/C(=C(/O)c2ccncc2)C1c1ccccc1 (stereo not given) | -8 |
| CCN=C1SC(CC(=O)Nc2sc3c(c2C#N)CCCC3)C(=O)N1CC (stereo not given) | 6 |
| O=C(O)C1CCC(=O)N1C1CCCC1 (stereo not given) | -2 |
| COC(=O)c1ccccc1S(=O)(=O)N1Cc2cc([N+](=O)[O-])ccc2Oc2ccccc21 | 6 |
| CSc1nc(N)c(C#N)c(-c2ccccc2Cl)c1C#N | 10 |
| Cn1c(CCc2ccccc2)nnc1SCC(=O)N1CCCC1 | 13 |
| CCC(=O)Nc1ccccc1C(=O)N1CCN(Cc2ccccc2)CC1 | -12 |
| Cn1c(=O)c2c(nc(CN3CCN(c4ccccc4F)CC3)n2CCCc2ccccc2)n(C)c1=O | 11 |
| COC(=O)C1=C(N)Oc2cc(C)n(CC3CCCO3)c(=O)c2C1c1ccccc1 (stereo not given) | 7 |
| Cc1ccc2oc3nc(C)c(C(=O)O)cc3c(=O)c2c1 | -9 |
| CCN(CC)CCOc1cccc(C(C)C)c1 | -7 |
| CCOC(=O)N1CCN(CC(O)COC2CC(C)CCC2C(C)C)CC1 (stereo not given) | -2 |
| O=C(c1ccco1)N1CCN(C(=O)c2ccc(COc3ccc(F)cc3)o2)CC1 | -1 |
| Cc1cc(C)c2[nH]c(=O)c(CN(Cc3ccco3)C(=O)C3CCCO3)cc2c1 (stereo not given) | 6 |
| COc1ccc(/C=C2/SC(c3ccc(C)cc3)=NC2=O)cc1OC | 5 |
| CCOC(=O)C1=C(C)N=C2SC(C)C(=O)N2C1c1ccc(C(=O)OC)cc1 (stereo not given) | 2 |
| Cc1onc(-c2ccccc2Cl)c1C(=O)NCCN1CCOCC1 | -3 |
| Cc1ccc(N(C(C)C(=O)Nc2ccc(S(=O)(=O)N3CCOCC3)cc2)S(C)(=O)=O)cc1 (stereo not given) | -3 |
| CN1CC(=O)NC1=NC(=O)c1cc(F)c(F)cc1Cl | 1 |
| COc1cccc(N2CC(C(=O)Nc3ccc(C(=O)OC(C)C)cc3)CC2=O)c1 (stereo not given) | 0 |
| O=C(O)c1cc(=O)c2cc(Cl)ccc2o1 | -5 |

In the list so far, these have an NH in an aromatic ring:
| structure | Artemis endo inh |
| --- | --- |
| O=c1cc(O)c(-c2cccc(Cl)c2)c(Cl)[nH]1 | 5 |
| CCOc1ccccc1-c1nc(SCC(=O)O)n[nH]1 | 3 |
| O=C(COC(=O)c1c[nH]c(=O)[nH]c1=O)NCc1ccccc1 | 0 |
| Oc1ccccc1N=Cc1ccc[nH]1 | 4 |
| Cc1cc(C)c2[nH]c(=O)c(CN(Cc3ccco3)C(=O)C3CCCO3)cc2c1 (stereo not given) | 6 |

Following part:
| structure | Artemis endo inh |
| --- | --- |
| NC(=O)C(c1ccccc1)C1CCCC1 (stereo not given) | 2 |
| CN1CCN(C(=S)c2ccc(OCC(=O)Nc3cccc(C(F)(F)F)c3)cc2)CC1 | 3 |
| Cc1ccc(C(=O)OCc2cn3ccccc3n2)cc1 | 8 |
| Nc1ncc(-c2cc3ccccc3oc2=O)s1 | 17 |
| Cc1nc(SCc2ccccc2)c(C(F)(F)F)c(=O)[nH]1 | -11 |
| COc1ccc(C(=O)c2ccc(N3CCN(C4CC(=O)NC4=O)CC3)cc2)cc1F (stereo not given) | 3 |
| CCn1cc(C(C)(C)C)c(C#N)c1NC(C)=O | -1 |
| COc1cccc(NC(=O)CSc2nnc(-c3cc(C)n(-c4ccccc4)c3C)o2)c1 | 6 |
| O=S(=O)(CCc1ccccc1)/N=C/c1cccs1 | -1 |
| CCNc1nc(Cl)nc(N(NC(C)=O)C(C)CC)n1 (stereo not given) | -11 |
| CC(C)CCNC(=O)NC(=O)COC(=O)/C=C/c1cnc2ccccc2n1 | 2 |
| O=C1CCCCCC1C1(O)C(=O)Nc2ccccc21 (stereo not given) | -3 |
| Cc1ccc(C2=NN3C(C2)c2ccccc2OC32C(=O)Nc3ccccc32)cc1 (stereo not given) | 15 |
| CCCOc1c(OC)cccc1C1CC(=O)Nc2cc(OC)c(OC)c(OC)c21 (stereo not given) | -6 |
| CC1(C)CC(=O)C2=C(C1)N(c1ccccc1)C(N)=C(C#N)C2c1cccnc1 (stereo not given) | -1 |
| CCCCC(=O)NC(N1CCCCC1)C(Cl)(Cl)Cl (stereo not given) | -6 |
| c1ccc(Cn2ccc(-c3cnc(-c4ccccc4)s3)n2)cc1 | 2 |
| CCc1ccc(OCC(=O)NC(NC(=S)Nc2ccc(C)cc2C)C(Cl)(Cl)Cl)cc1 (stereo not given) | 3 |
| COC(=O)c1c(-c2ccc(OC)c(OC)c2)csc1N | 4 |
| CCN1C(=O)N(C)C2(c3ccccc3)N(C)C(=O)N(C)C12c1ccccc1 (stereo not given) | 5 |
| Cc1ccc(CCNC(=O)CN2CCN(Cc3ccccc3F)C2=O)cc1 | 1 |
| CSc1nc2ccc(NC(=O)C3CCCO3)cc2s1 (stereo not given) | 7 |
| CCSc1nnc(NC(=O)CSc2nccn2-c2cccc(C)c2)s1 | 5 |
| NC(=O)c1cnn2c(C(F)(F)F)cc(-c3ccccc3)nc12 | -3 |

An excerpt from above in order of length of the SMILES, low to high:
| structure | Artemis endo inh |
| --- | --- |
| CCSc1nnc(NC(=O)CSc2nccn2-c2cccc(C)c2)s1 | 5 |
| Cc1ccc(C2=NN3C(C2)c2ccccc2OC32C(=O)Nc3ccccc32)cc1 (stereo not given) | 15 |
| CCc1ccc(OCC(=O)NC(NC(=S)Nc2ccc(C)cc2C)C(Cl)(Cl)Cl)cc1 (stereo not given) | 3 |

Later entries.
| structure | Artemis endo inh |
| --- | --- |
| Cc1ccnc(Sc2ncccc2[N+](=O)[O-])n1 | 1 |
| CC(=O)c1cn(CC(=O)NCc2ccco2)c2ccccc12 | 3 |
| COc1cc(C(=O)OCC(=O)NCc2ccccc2)cc(NC(=O)c2ccco2)c1OC | 2 |
| COC(=O)c1c(C(=O)OC)c2oc3ccccc3n2c1Cl | -2 |
| CCOC(=O)N1CCN(S(=O)(=O)c2cccc3nsnc23)CC1 | -1 |
| Cn1c(C(O)c2ccc3c(c2)OCO3)nc2ccccc21 (stereo not given) | 0 |
| CCCCCCOC(=O)/C=C/c1c(C)[nH]c(=O)[nH]c1=O | 1 |
| Clc1ccc(C2=Nn3c(nnc3-c3n[nH]c4c3CCC4)SC2)cc1 | 10 |
| O=C(Nc1ccc(O)cc1C(=O)O)c1cccc(Br)c1 | 3 |
| COCCn1c(SCC(=O)N2CCCC2)nnc1-c1ccoc1C | 1 |
| Cc1ccc(N2C(=O)C(CN(C)C)C2c2ccccc2)cc1 (stereo not given) | -12 |
| CCN(CC)CCCN1C(=O)C(=O)/C(=C(/O)c2ccccc2)C1c1cc(OC)ccc1OC (stereo not given) | 2 |
| Cc1cccc(NC(=O)/C(=C\c2cccs2)NC(=O)c2ccccc2)c1 | -7 |
| Cc1nc(S(=O)(=O)c2ccc(Cl)cc2)nc2c1CCC2 | 6 |
| CC1CCC2(CC1)NC(=S)N(c1ccccc1)N2 (stereo not given) | -3 |
| Cc1ccccc1OC(C)C(=O)NC1CCCC1 (stereo not given) | 2 |
| COc1ccccc1CN(Cc1nc2ccccc2c(=O)[nH]1)C(=O)Nc1ccccc1 | -3 |
| CCN(CC)CCN1C(=O)C(=O)/C(=C(/O)c2cnn(-c3ccccc3)c2C)C1c1cccnc1 (stereo not given) | 0 |
| O=C(O)c1cc2ccccc2c(=O)s1 | 2 |
| Cc1[nH]n2c(=O)c3c(nc2c1-c1ccc(Cl)cc1)CCC3 | 8 |
| O=S(=O)(NCC(c1cccnc1)N1CCN(c2ccccc2)CC1)c1cccs1 (stereo not given) | 8 |
| O=S(=O)(NCc1ccccc1)c1cnc[nH]1 | -3 |
| COCCOC(=O)C1=C(C)NC(=O)NC1c1cn(-c2ccccc2)nc1-c1cccs1 (stereo not given) | 5 |
| Cc1cccc(C(=O)N2CCCN(C(=O)c3cccc(C)c3)CC2)c1 | 4 |
| Clc1ccc(-c2nnc(SCc3nc4ccccc4[nH]3)o2)c(Cl)c1 | -4 |
| Cc1cc2c3c(c1)C1(C(=O)N3C(C)(C)CC2C)C(C#N)=C(N)OC2=C1C(=O)CC(C)(C)C2 (stereo not given) | 3 |
| Cc1[nH]n2c(=O)c3c(nc2c1-c1ccccc1)CCCC3 | 0 |
| COc1ccc(CCNC2=C(Cl)C(=O)N(CCc3ccccc3)C2=O)cc1OC | -2 |
| Cc1ccc(C(=O)Nc2cc(Cl)ccc2N2CCCCC2)s1 | 3 |
| COc1ccc(C(C)=O)cc1CSCCC#N | -2 |
| Cc1ccc(N(CC(=O)Nc2ccccc2-c2ccccc2)S(=O)(=O)c2ccccc2)cc1 | 6 |
| Cc1csc(NC(=O)CSc2nncn2C)n1 | 0 |
| CC1Cc2ccccc2N1C(=O)CN1CCC(n2nnc3cc(C(F)(F)F)ccc32)CC1 (stereo not given) | -12 |
| CCC(C)NC(=O)c1ccccc1NC(=O)c1ccccc1N(C)S(C)(=O)=O (stereo not given) | -1 |
| Cn1c(=O)c2c(nc(SCCN3CCCCC3)n2Cc2ccc(Cl)cc2)n(C)c1=O | 3 |
| Cc1nc2sc(C(c3ccc(Cl)cc3)N3CCN(C(=O)c4ccco4)CC3)c(O)n2n1 (stereo not given) | 4 |
| COc1ccc(C(=O)N2CCN(Cc3ccccc3C)CC2)cc1OC | 13 |
| c1ccc(OCCOc2ccccc2-c2nnco2)cc1 | -6 |
| COc1ccc(-c2nc3c(c(=O)n(C)c(=O)n3C)n2CC2CC(c3ccccc3)=NO2)cc1OC (stereo not given) | -2 |
| Cc1nc2ccccc2nc1CSc1nnc(N)s1 | 0 |
| Cc1ccc(OCCCOc2cccc3cccnc23)cc1C | -3 |
| CCOC(=O)C1CCCN(C(=O)C2CCN(S(=O)(=O)c3cnc[nH]3)CC2)C1 (stereo not given) | -10 |
| CNC(=O)CSc1nc2nc(C)cc(C)n2n1 | 4 |
| CCCn1c(C)cc(C(=O)COC(=O)c2ccc(Cl)c(S(=O)(=O)N3CCCC3)c2)c1C | 2 |
| Clc1ccc(-c2cn3cccnc3n2)cc1 | -4 |
| Cc1nn(Cc2ccccc2)c(C)c1NC(=O)CCC(=O)O | 20 |
| O=C(CSc1nnc(-c2ccc(NS(=O)(=O)c3ccccc3)cc2)o1)NCC1CCCO1 (stereo not given) | -1 |
| COCC(C)n1c(C)cc(C(=O)CSc2nnc(N)s2)c1C (stereo not given) | 0 |

A second format for part of the listing above:
> COCC(C)n1c(C)cc(C(=O)CSc2nnc(N)s2)c1C (stereo not given)
- Artemis endo inh = 0

> O=C(CSc1nnc(-c2ccc(NS(=O)(=O)c3ccccc3)cc2)o1)NCC1CCCO1 (stereo not given)
- Artemis endo inh = -1

> Cc1ccc(OCCCOc2cccc3cccnc23)cc1C
- Artemis endo inh = -3

Carrying on:
| structure | Artemis endo inh |
| --- | --- |
| Cc1cc(C)c(CSc2ncc(-c3ccc([N+](=O)[O-])cc3)[nH]2)c(C)c1 | 2 |
| O=C(NCc1ccc2c(c1)OCO2)C1CCN(Cc2cnn(-c3ccccc3)c2-n2cccc2)CC1 | -6 |
| O=C1c2ccccc2S(=O)(=O)N1CC1CC(c2ccccc2)=NO1 (stereo not given) | 9 |
| CN(C)c1ccc(NC(=O)N2CCOCC2)cc1 | 1 |
| CCOc1ccc(C2C(C(=O)OC)=C(C)N=C3SCCC(=O)N32)cc1OCC (stereo not given) | -8 |
| COc1ccc2nc(C)c3c(c2c1)OC(C)C3 (stereo not given) | 2 |
| Cc1ccc(-c2cc(-c3ccccc3C)[nH]n2)c(O)c1 | -2 |
| Cc1ccccc1Nc1cc(=O)oc2ccccc12 | -1 |
| COC(=O)Cn1c(C)nc(=O)c(-c2ccccc2)c1C | -7 |
| COc1ccc(C(=O)NC(=O)N2CCCCC2)cc1 | -4 |
| O=C1CC(SC(=NCc2ccc3c(c2)OCO3)Nc2ccccc2)C(=O)N1c1ccccc1 (stereo not given) | 2 |
| CCCCc1ccc(NC(=O)N[C@H](C(=O)O)C(C)C)cc1 | 2 |
| O=C(O)c1cccc(NS(=O)(=O)c2ccc3nnn(O)c3c2)c1 | 1 |
| Cc1cc(C)c2cc(CN(CCO)Cc3nnnn3Cc3ccc(F)cc3)c(=O)[nH]c2c1 | 1 |
| CCCC(=O)c1c[nH]c(C(=O)NCCCN2CCOCC2)c1 | -6 |
| CC1(C)CC(=O)C2=C(C1)OC(=O)C2(NC(=O)c1cccs1)C(F)(F)F (stereo not given) | 5 |
| CCc1nnc2sc(-c3ccc(NC(=O)CSc4ccc(Cl)cc4)cc3)nn12 | 3 |
| Nc1cc(S(=O)(=O)C(F)(F)F)ccc1C(=O)O | 7 |
| Cc1nc2ccccn2c1C(=O)NCCCN1CCOCC1 | -8 |
| CSc1n[nH]c(NCc2ccccc2)n1 | 11 |
| Cc1ccc(OCC(=O)Nc2cccc3c2CCCC3)cc1C | 3 |
| Cc1ccc(-c2nc(-c3cccnc3)no2)cc1 | 0 |
| O=C1c2ccccc2COc2ccc(O)cc21 | 3 |
| CCn1c(C)nc2cc(S(=O)(=O)N3CCCC3)ccc21 | 2 |
